Screening data: PubChem, several laboratories
Ins promoter up: insulin promoter activators in MIN6 cells, imaging, high-content screening, mouse beta cells | MIN6 insulin promoter-GFP reporter; hits give high values | z-score at 5 µM | 190,000 compounds, 0.3% hits;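 active means z-score above 3 at 5 µM with at least 500 cells counted in the well; inconclusive means wells under 500 cells, flagged as cytotoxic or low count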
MT stabilizer: microtubule stabilizers in HeLa cells, primary screen, imaging, high-content imaging; AID 2205, 2009; HeLa tubulin immunostaining HCS, 24 h; share of cells brighter than vehicle mean+2SD; 200,000 compounds, 0.83% hits; % tubulin-high responders, % at 10 µM;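 active means plate Z-score above 3 for both tubulin-high and condensed-nucleus cell shares, with cell loss under 80%, at 10 µM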;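 further: anti alpha tubulin signal scored within the nucleus-defined area of each cell; some results filed as inactive read as strong as hits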
Dynein transport: inhibitors of GR-EGFP nuclear translocation, primary screen, dynein cargo transport inhibitor project, imaging, high-content, 3617.4 mouse cells | test concentration mostly 20 µM; stimulated with dexamethasone, 1 µM; hits give low values | z-score, hits read low | 220,000 compounds, 0.47% hits | AID 1381, 2008;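 active means plate z-score of nuclear minus cytoplasmic receptor signal below a set negative limit, without overly bright fluorescence or cell loss, cut at about -3.5 in these data, passing the limit was not always enough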;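 further: z-score of nuclear minus cytoplasmic ring GR-EGFP intensity difference per well; some compounds called inactive have numbers as strong as hits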
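Buffer or medium: tet-free, stripped-serum medium; Also added: dexamethasone, 1.0 µM final; Technique: high-content fluorescence imaging after fixation; Times: 48 h induction, 1 h compound, 30 min dex at 37 °C; Read-out: per-cell GR-EGFP intensity, nucleus versus surrounding cytoplasmic ring, well-averaged.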
Yfh1-depleted yeast: enhancers of respiration in Yfh1-depleted yeast, dose response, Friedreich's ataxia, plus single-dose screen (AID 1465); S. cerevisiae Yfh1-off respiration, WST-1 reduction, 72 h; higher fold induction means a stronger effect; fold induction at 50 µM; hits with a dose series show EC50 in µM; 220,000 compounds, 0.074% hits;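 active means fold induction of absorbance versus untreated yeast above a set limit, then at least 30% activation at any dose in follow-up; inconclusive means repeats straddling the limit, or above it without dose testing; inactive means fold induction below the set limit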;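 further: activators that raise dye reduction in frataxin-depleted yeast; strong numbers were not always called active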
Autophagy mod: autophagy modulators in MEF cells, primary screen, imaging, high-content, MEF GFP-LC3 | MEF GFP-LC3 puncta imaging; test concentration mostly 10 µM | calls only at 10 µM (by protocol) | 190,000 compounds, 0.98% hits;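 active means percentage of spot-positive cells more than 3 SD above its plate mean, without a fluorescence outlier flag or 80% toxicity; inconclusive means no clear call, values can overlap the other calls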;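 further: spot-positive cell cutoff set from DMSO-treated cells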
Hep lipid drop: inhibitors of hepatocyte lipid droplet formation, primary screen, imaging, high-throughput imaging, BODIPY stain; AML12 mouse hepatocytes, oleate lipid droplets; inhibition, % at 6.5 µM; 240,000 compounds, 0.4% hits;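 active means lipid droplet intensity inhibited by at least 50%, with more than 500 cells counted; inconclusive means wells with under 300 cells, treated as cytotoxic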
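Assay system: AML12 hepatocytes (mouse) / Also added: 100 µM oleic acid challenge / Times: overnight treatment with compound plus oleate / Detection: high-content imaging of BODIPY-stained droplets and DAPI nuclei / Evaluation: % inhibition of lipid droplet signal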
WT yeast gro inh: growth inhibition of WT strain, primary screen, mitochondrial fusion inhibitor project, WT and mutant strains, chemical genetic; mitochondrial fusion phenotypic screen; inhibition, % at 10 µM; 190,000 compounds, 2.1% hits; AID 1362, 2008; in the data active means inhibition above about 58%; tested in S. cerevisiae
bCat nuc transl: modulators of beta-catenin nuclear translocation, primary screen, imaging, HeLa cells, immunofluorescence, high-content | 190,000 compounds, 0.3% hits | nuclear translocation activity, % at 5 µM;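 active means nuclear translocation activity above 50% at 5 µM, with a well cell count of 50 or more; inconclusive means wells under 50 cells across six images, flagged as toxic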;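 further: per-cell ratio of nuclear to cytoplasmic median beta-catenin stain intensity; plate controls were DMSO negative control for no effect and GSK-3 inhibitor IX positive control for full effect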
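Test system: human HeLa cells, native beta-catenin. Compound dosing: 5 µM primary single dose, 0.1% DMSO, 0.02–20 µM confirmation series. Incubation: compound exposure 24 h at 37°C. Detection: beta-catenin immunostaining with DAPI counterstain, 20x imaging, 6 fields/well. Read-out basis: Nuclear/cytoplasmic beta-catenin signal ratio, % activation.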
NOD2 inhibition: NOD2 signaling inhibitors, cell-based, luminescence, uHTS, HEK293 (AID 1566); HEK293 NOD2/NF-kB luciferase reporter, luminescence; higher % means a stronger effect; inhibition, % at 4 µM, or EC50 in µM where a hit was titrated; 290,000 compounds, 0.63% hits; in the data active means inhibition above about 50%; further: many of its hits are not listed in these tables
WT yeast gro inh mutant strain: recorded beside WT yeast gro inh, whose call it bears; inhibition, %; mitochondrial fusion phenotypic screen, mutant strain inhibition
Dynein transport cytoplasmic EGFP: also measured in Dynein transport; calls as there; z-score; measured here: cytoplasmic GR-EGFP intensity; hits give high values
Dynein transport nuclear GR-EGFP: second read-out of Dynein transport, no call of its own (marks repeat the call); z-score; measured here: nuclear GR-EGFP intensity;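 lower value marks the stronger effect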
Dynein transport cell count: also measured in Dynein transport; calls as there; z-score; measured here: cell count per field
Ins promoter up cell count: further read-out of Ins promoter up, marked with its call; cell count; measured here: cytotoxicity, nuclei count;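 total cells summed across four imaged fields per well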
Hep lipid drop cells 6.5 µM: further read-out of Hep lipid drop, marked with its call; cell count; measured here: cell count, cytotoxicity flag;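 cells counted across two imaged fields per well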
bCat nuc transl cell count 5 µM: also measured in bCat nuc transl; calls as there; cell count; measured here: cell count, cytotoxicity flag
MT stabilizer Hoechst-high %: second read-out of MT stabilizer, no call of its own (marks repeat the call); % Hoechst-high responders; measured here: nuclear condensation Hoechst responders;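 share of cells brighter than vehicle mean plus two SD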
MT stabilizer cytotoxicity %: recorded beside MT stabilizer, whose call it bears; toxicity, %; measured here: cytotoxicity by cell density;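 0% = mean cell density of plate MIN control wells and 100% = no cells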
Autophagy mod cell loss 18 h: also measured in Autophagy mod; calls as there; toxicity, %; measured here: cell loss, nuclei count;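 cell loss after 18 h compound exposure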
* = called active by the depositor; i = inactive; u = inconclusive; x = no result given. An excerpt; rates above refer to the full screens.

SMILES	Ins promoter up	Ins promoter up cell count	MT stabilizer	MT stabilizer Hoechst-high %	MT stabilizer cytotoxicity %	Dynein transport	Dynein transport cytoplasmic EGFP	Dynein transport nuclear GR-EGFP	Dynein transport cell count	Yfh1-depleted yeast	Autophagy mod	Autophagy mod cell loss 18 h	Hep lipid drop	Hep lipid drop cells 6.5 µM	WT yeast gro inh	WT yeast gro inh mutant strain	bCat nuc transl	bCat nuc transl cell count 5 µM	NOD2 inhibition
N#Cc1ccsc1NC(=O)COC(=O)c1ccc(NC(N)=O)cc1	-0.08	1462	3.0	2.2	6.6	-0.15	0.029	0.25	0.95	i	i	-1	5	667	3	-7	-0.6	881	-64%
CCN(CC)c1ccc(C(=O)OCC(=O)Nc2cc3oc4ccccc4c3cc2OC)cc1	1.3	1512	6.3	2.7	2.4	0.53	-0.17	0.17	-0.27	i	i	15	27	657	-2	-1	0.4	1108	19%
CN(Cc1nc(C(c2ccccc2)c2ccccc2)no1)CC1COCCO1 (stereo not drawn)	-0.04	1647	2.0	1.7	5.2	1.4	-0.17	1.2	-1.1	i	i	2	5	649	10	-5	1.6	1586	14%
COc1cc(/C=N/N2C(=O)C3C4C=CC(CC4)C3C2=O)ccc1O (stereo not drawn)	-0.03	1324	2.1	1.5	4.1	0.63	0.14	0.61	-0.92	i	i	-15	-2	671	11	12	-0.2	1088	-4%
C(=N\Nc1nc(-c2ccccc2)cs1)/c1cccnc1	-0.37	1895	2.8	2.1	8.5	-0.71	0.3	-0.47	0.56	i	i	-22	4	698	33	32	0.0	1113	-68%
Cc1cc(NC(=O)CCCOc2ccc(Cl)cc2Cl)no1	0.4	1078	3.3	2.6	9.3	-0.31	-0.22	0.15	0.55	i	i	0	-32	600	2	4	x	x	-23%
Cc1ccc(C)c(NC(=O)CCC(=O)N/N=C2/CC(=O)CC(C)(C)C2)c1	-0.35	1457	3.2	2.4	14	-0.79	-0.12	0.23	0.66	i	i	0	1	707	12	12	0.7	1534	24%
COc1cc(/C=N/NC(=O)c2ccncc2)ccc1OCCN1CCCCC1	0.07	1174	6.7	2.8	9.8	-0.77	-0.3	-0.77	0.84	i	i	5	0	676	-17	-8	-3.5	560	3%
CCCCNC(=O)c1ccc(CNc2c(N3CCC(C(=O)OCC)CC3)c(=O)c2=O)cc1	0	1168	2.9	1.8	6.7	-0.36	-0.2	0.65	0.5	i	i	-21	6	680	2	7	-0.5	1222	12%
CC1(C)CC(N2CCCCC2)=CC(=[N+]2CCCCC2)C1	u	x	4.5	2.5	2.8	1.1	-0.22	0.7	-1.2	i	i	22	-16	661	13	5	0.7	1016	45%
Cc1c(NC(=O)NC(C)N2C(=O)C3C4C=CC(C4)C3C2=O)c(=O)n(-c2ccccc2)n1C (stereo not drawn)	0.73	1548	1.6	2.1	11	-0.27	-0.2	0.029	0.28	i	i	-3	x	x	12	5	-1.9	1452	1%
Cc1cc(NC(=O)CSc2nnc(COc3cccc(C)c3C)n2Cc2ccco2)no1	-0.09	1260	11	4.0	98	0.41	-0.23	0.34	1.6	i	i	0	-5	680	10	16	-0.6	1119	-3%
Cc1cccc2c1N(CCCOc1ccccc1)C(=O)C2=O	-0.27	1486	3.6	1.4	4.4	-0.73	0.18	-0.95	-0.97	i	i	2	x	x	-1	-2	1.0	1340	5%
COc1ccc(C2=Nn3c(nnc3-c3ccco3)SC2)cc1	-0.21	880	9.2	5.4	6.6	-0.17	-0.26	-0.029	1.1	i	i	10	15	822	2	-1	x	x	8%
Oc1c(C=C2N=c3ccccc3=N2)sc(=S)n1-c1ccc2ccccc2c1	0.29	1105	x	x	x	-0.15	-0.2	0.35	-0.58	i	x	x	5	704	x	x	-0.4	1274	-14%
CCOc1ccccc1OCCn1nnc2ccccc21	-0.29	868	4.5	2.7	3.3	1.3	-0.24	0.65	-0.14	i	i	-10	-18	722	0	-17	x	x	-5%
CCOC(=O)CC1OC(=O)c2cc3c(cc21)C(=O)OC3CC(=O)OCC (stereo not drawn)	-0.53	1007	x	x	x	-0.25	-0.16	0.25	0.45	i	x	x	1	704	x	x	0.8	1338	27%
O=C(COc1ccc(Cl)cc1)Nc1nc(-c2ccc(S(=O)(=O)N3CCOCC3)cc2)cs1	-1.2	841	2.8	1.9	11	-0.15	-0.38	0.059	-0.31	i	i	0	-5	744	45	1	-1.5	1127	17µM*
COC(=O)c1cc(C#N)c(N(C)Cc2ccccc2)nc1C	x	x	3.8	3.2	7.8	-0.55	-0.22	-0.32	1.2	i	i	0	-6	720	x	x	x	x	-7%
CC(=O)N/C(=C/c1ccc2c(c1)OCO2)C(=O)Nc1ccccc1	x	x	3.6	1.4	9.4	0.01	-0.1	0.19	0.36	i	i	-8	6	576	-5	13	-2.1	1169	-2%
O=S(=O)(c1ccc2c(c1)OCCO2)N1CCC(n2nnc3cc(C(F)(F)F)ccc32)CC1	-1.8	1272	2.1	0.9	9.1	-0.2	-0.21	-0.27	1	i	i	3	x	x	6	-3	0.9	1166	-2%
COc1ccc(OC)c(C2NC(=S)NC3=C2N2CCC3CC2)c1 (stereo not drawn)	0.55	1371	1.3	1.3	5.0	0.37	0.6	0.42	0.41	i	i	16	4	700	3	1	0.4	975	-18%
CC(C)CN(C(=O)COC(=O)Cc1c[nH]c2ccccc12)C1CCS(=O)(=O)C1 (stereo not drawn)	0.58	1401	2.0	3.0	4.2	-0.86	-0.31	-0.47	0.55	i	i	6	x	x	12	8	-0.7	1375	15%
CCSc1nc(CC)c2c(c1C#N)CCCC2	-0.76	1126	3.6	3.8	9.3	1.7	-0.091	2.2	-1.8	i	i	-58	0	749	21	-13	0.0	565	-4%
Cc1ccc(N=C2N=C(N)c3ccccc32)c(C)c1	0.31	1841	2.2	1.7	4.3	0.38	-0.21	-0.14	0.56	i	i	-34	-1	679	-1	-7	-0.7	1030	-9%
O=C(NCc1ccco1)c1ccc2c(c1)C(=O)c1ccccc1-2	-0.85	1185	3.3	1.6	4.5	-1.2	0.17	-0.42	-0.68	i	i	16	-1	788	-3	-8	1.4	1003	17%
Cc1sc2ncnc(NCCc3ccc(S(N)(=O)=O)cc3)c2c1C	x	x	2.4	1.5	8.7	-1.6	0.056	-0.88	-1.8	x	i	-3	-24	766	15	9	2.8	1183	56%*
CO/N=C/NC(=O)NOCc1ccc(Cl)cc1Cl	-0.06	883	1.2	1.3	7.8	3.3	0.13	2.4	-1.1	i	i	2	8	787	-1	16	-3.2	1121	-9%
Cc1ccnc(NC(=S)NC(=O)/C=C/c2ccccc2)c1	-0.26	1600	1.5	1.9	10	0.4	-0.059	0.44	-0.69	i	i	4	x	x	16	25	-1.1	1504	-15%
Nc1ccc(-c2cnc(-c3ccc(N)cc3)nc2)cc1	-0.14	1043	8.4	1.5	2.3	1.6	-0.44	0.82	-0.15	i	i	-7	x	x	-1	-2	-0.4	1116	-179%
COc1ccc(C(=O)Nc2ccc(Cl)cc2C(=O)N2CCCC(C)C2)cc1OC (stereo not drawn)	-0.3	1444	1.3	2.4	6.4	0.43	-0.22	0.55	-1.4	i	i	-7	8	524	7	4	-0.1	1158	2%
O=C(/C=C/c1ccc([N+](=O)[O-])cc1)c1cccnc1	-0.31	1437	5.0	2.6	9.5	-1.1	-0.14	-0.58	0.13	i	i	7	5	667	-17	-2	-0.7	1056	11%
Cc1ccc(C(=O)Nn2c(O)c(C=C3N=c4ccccc4=N3)sc2=S)cc1	x	x	2.0	1.7	6.1	-0.9	-0.15	-0.53	-0.061	i	i	19	x	x	20	-9	x	x	3%
CCN(CC(=O)Nc1ccc(OC)cc1)CC(=O)Nc1ccc(Br)cc1F	-0.68	1275	1.9	2.0	6.4	-0.12	-0.33	0.1	0.3	i	i	6	4	668	18	18	-4.1	1091	8%
CC(Oc1ccccc1)C(=O)N1CCN=C1SCc1ccccc1 (stereo not drawn)	-0.04	1290	3.1	2.8	6.0	0.28	-0.21	0.085	-0.21	i	i	13	12	659	5	5	-1.2	1168	-13%

Molecules shown so far that have a thiophene ring, fused or not:
SMILES	Ins promoter up	Ins promoter up cell count	MT stabilizer	MT stabilizer Hoechst-high %	MT stabilizer cytotoxicity %	Dynein transport	Dynein transport cytoplasmic EGFP	Dynein transport nuclear GR-EGFP	Dynein transport cell count	Yfh1-depleted yeast	Autophagy mod	Autophagy mod cell loss 18 h	Hep lipid drop	Hep lipid drop cells 6.5 µM	WT yeast gro inh	WT yeast gro inh mutant strain	bCat nuc transl	bCat nuc transl cell count 5 µM	NOD2 inhibition
N#Cc1ccsc1NC(=O)COC(=O)c1ccc(NC(N)=O)cc1	-0.08	1462	3.0	2.2	6.6	-0.15	0.029	0.25	0.95	i	i	-1	5	667	3	-7	-0.6	881	-64%
Cc1sc2ncnc(NCCc3ccc(S(N)(=O)=O)cc3)c2c1C	x	x	2.4	1.5	8.7	-1.6	0.056	-0.88	-1.8	x	i	-3	-24	766	15	9	2.8	1183	56%*
